# Mcl1-Noxa inh – Mcl-1/Noxa interaction inhibition; TR-FRET Mcl-1/Noxa peptide binding, 2 h; inhibition, % at 21.7 µM; 1.5% of 220,000 active; AID 1022;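 active = compounds that cut the protein-peptide binding signal by more than 50% relative to plate controls in a single-dose test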;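 note: His-tagged Mcl-1 with rhodamine Noxa BH3 peptide and terbium anti-His antibody; 0% = Mcl-1 plus Noxa peptide wells and 100% = peptide-only wells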
# Target sequence (Q07820 whole entry, looked up): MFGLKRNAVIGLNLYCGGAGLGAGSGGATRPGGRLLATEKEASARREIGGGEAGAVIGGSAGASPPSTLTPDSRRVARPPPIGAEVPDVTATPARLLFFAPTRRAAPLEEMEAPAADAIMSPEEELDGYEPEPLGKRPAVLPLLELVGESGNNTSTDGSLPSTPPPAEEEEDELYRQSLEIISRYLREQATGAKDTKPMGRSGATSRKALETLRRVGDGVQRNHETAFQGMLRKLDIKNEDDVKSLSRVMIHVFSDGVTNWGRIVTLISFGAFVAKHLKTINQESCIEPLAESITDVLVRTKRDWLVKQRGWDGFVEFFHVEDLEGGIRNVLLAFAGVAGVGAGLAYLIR
# Bim-Bcl-B – disrupts Bim peptide binding to human Bcl-B; inhibition, % at 10 µM; 0.073% of 190,000 active; Q9HD36; bead-based flow cytometry;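 note: 0% = tracer peptide without compound and 100% = reference inhibitor peptide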
# RGS4-Gao reg – human RGS4-Galphao interaction regulation | P09471 | Multiplexed bead flow cytometry, RGS4-Galphao binding; actives lie on both sides | AID 1415 | binding response (% of control), % at 10 µM | 0.33% of 220,000 active; in the data active = binding response below about 49% or above about 150%; inactive = in between;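 note: fluorescent Galphao activated with aluminum fluoride binding bead-coupled RGS4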
# Target sequence (P09471 whole entry, looked up): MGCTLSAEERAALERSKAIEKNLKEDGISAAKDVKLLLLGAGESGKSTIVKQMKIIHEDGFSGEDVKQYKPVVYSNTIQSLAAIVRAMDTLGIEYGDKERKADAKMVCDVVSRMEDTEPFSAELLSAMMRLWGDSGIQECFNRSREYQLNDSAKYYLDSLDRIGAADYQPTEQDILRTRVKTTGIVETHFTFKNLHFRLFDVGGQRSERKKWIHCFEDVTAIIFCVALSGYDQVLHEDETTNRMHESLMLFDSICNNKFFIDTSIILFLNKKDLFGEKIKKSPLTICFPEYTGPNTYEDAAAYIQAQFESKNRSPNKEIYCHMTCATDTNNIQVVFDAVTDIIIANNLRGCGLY
# Mcl-1 Bim block – inhibitors of Bim-Mcl-1 interaction, human; Q07820; Bead-based flow cytometry, Bim peptide-Mcl-1 binding; inhibition, % at 10 µM; 0.1% of 190,000 active; AID 1009;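 note: 0% = no compound tracer wells and 100% = peptide blocker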
# Bim-Bcl-XL – disrupts Bim peptide binding to human Bcl-XL; 0.04% of 190,000 active; inhibition, % at 10 µM; bead flow cytometry, fluorescence; Q07817
# Bcl-2 Bim block – inhibitors of Bim-Bcl-2 interaction, human | P10415 | Bead-based flow cytometry, Bim peptide-Bcl-2 binding | inhibition, % at 10 µM | 0.06% of 190,000 active | AID 950; in the data active = inhibition above about 40%; inconclusive = no clear call, values can overlap the other calls;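 note: 0% = no compound wells with probe peptide and 100% = reference peptide inhibitor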
# Bim-Bcl-W – inhibitors of Bim-Bcl-W interaction, human | bead-based flow cytometry, Bim peptide-Bcl-W binding | inhibition, % at 10 µM | 0.02% of 190,000 active | Q92843 | AID 952;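 note: 0% = bound tracer without compound and 100% = peptide blocker; higher means less fluorescent Bim peptide bound to Bcl-W beads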
# Target sequence (Q92843 whole entry, looked up): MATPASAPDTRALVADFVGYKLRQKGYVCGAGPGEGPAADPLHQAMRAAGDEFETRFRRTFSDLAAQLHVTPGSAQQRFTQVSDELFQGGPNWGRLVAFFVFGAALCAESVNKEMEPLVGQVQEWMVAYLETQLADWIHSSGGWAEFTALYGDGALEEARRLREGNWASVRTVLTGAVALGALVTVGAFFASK
# RGS7-Gao reg – human RGS7-Galphao interaction regulation; binding response (% of control), % at 10 µM; P09471; Multiplexed bead flow cytometry, RGS7-Galphao binding; actives lie on both sides; 0.35% of 220,000 active; AID 1439; in the data active = binding response below about 49% or above about 150%; inconclusive = no clear call, values can overlap the other calls; inactive = in between;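 note: fluorescent Galphao held in activated GDP-AlF4 state binding bead-coupled RGS7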
# Bfl-1 Bim block – inhibitors of Bim-Bfl-1 interaction, human | 0.12% of 190,000 active | AID 1008 | Q16548 | Bead-based flow cytometry, Bim-Bfl-1 binding inhibition | inhibition, % at 10 µM;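 note: 0% = wells without compound plus tracer and 100% = blocker peptide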
# RGS8-Gao – regulators of human RGS8-Galphao interaction | P09471 | response (percent of control binding), % at 10 µM | 0.34% of 220,000 active | multiplexed bead flow cytometry, RGS8-Galphao binding; actives lie on both sides | AID 1423; in the data active = response below about 60% or above about 140%; inactive = in between;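 note: Galphao activated as the GDP aluminium fluoride complex binding bead-coupled RGS8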
# Mcl1-Bid inh – disrupts binding of human Mcl-1 to Bid peptide; 0.97% of 220,000 active; inhibition, % at 21.7 µM; AID 1021; TR-FRET Mcl-1/Bid-Dy647 peptide binding, 1536-well;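 active = compounds that cut the binding signal by more than half at the single screening dose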;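 note: His-tagged Mcl-1 with europium anti-His antibody binding Bid BH3 peptide; 0% = Mcl-1 plus peptide wells and 100% = peptide-only wells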
# Starred values were filed as active, the others as inactive; ? = inconclusive; nt = not tested or not shown. Cut-off read from the data, not from the text of the source, unless noted: active = inhibition above about 40%.
SMILES,Mcl1-Noxa inh,Bim-Bcl-B,RGS4-Gao reg,Mcl-1 Bim block,Bim-Bcl-XL,Bcl-2 Bim block,Bim-Bcl-W,RGS7-Gao reg,Bfl-1 Bim block,RGS8-Gao,Mcl1-Bid inh
Cc1cccc(N2CCN(C(=O)c3ccc(CNc4c(N5CCC(C)CC5)c(=O)c4=O)cc3)CC2)c1C,4,-1,102,1,2,0,1,101,-2,101,-23
Cn1c(=N)n(CC(O)c2cccs2)c2ccccc21 (configuration not stated),8,0,101,1,1,-1,2,95,-7,102,-8
O=C(c1cn(-c2ccccc2)nc1-c1cccc(Br)c1)N1CCOCC1,12,-8,102,-1,-5,-8,-3,?,-9,99,-7
CSc1cccc(NC(=S)N(Cc2ccccc2)Cc2cccnc2)c1,49,-8,105,0,-1,0,0,110,-2,104,-57
COCCCNC(=O)c1ccccc1Sc1ccc(NC(C)=O)nc1,3,0,103,0,-1,0,0,105,0,100,1
COc1ccc(C(=O)CSc2ccc(-c3ccco3)nn2)cc1,40,-10,99,-2,-8,-5,-2,95,-10,99,-10
CC(C)[C@@H](N)C(=O)N/N=C/c1ccc2nccnc2c1,23,nt,99,nt,nt,nt,nt,?,nt,101,-11
COCCN(CCOC)C(=O)C1CCCN(S(=O)(=O)c2ccc(NC(=O)OC)cc2)C1 (configuration not stated),-6,nt,82,nt,nt,nt,nt,?,nt,93,-22
O=C(NNC(=O)c1cc2ccccc2o1)c1ccc(Cl)cc1,-3,nt,100,nt,nt,nt,nt,?,nt,99,1
CC(=O)Nc1cccc(C(=O)/C=C/c2ccc(N(C)C)cc2)c1,-116,-17,102,-2,-1,0,0,102,5,101,-72
COc1cc(Cl)c(C)cc1NC(C)C(=O)Nc1cc(C(F)(F)F)ccc1N1CCOCC1 (configuration not stated),-2,-4,100,-4,-6,1,-5,99,-3,101,-20
CCn1c(SCc2ccc(Cl)c(Cl)c2)nnc1C(C)NC(=O)c1ccc(OC)cc1 (configuration not stated),21,0,98,0,1,-3,-1,99,-3,99,-1
CCCCn1c(SCC(=O)Nc2nccs2)nc2ccccc2c1=O,3,-4,105,-4,-5,-6,-3,105,0,101,-22
C=CCS/C(N)=N\N=C\c1c(O)ccc2ccccc12,16,nt,102,nt,nt,nt,nt,?,nt,103,-19
O=C(CCC1=NS(=O)(=O)c2ccccc2N1)NC1CCCCCCC1,7,-1,104,-3,0,-5,-2,102,-2,102,-7
CCCNC(=O)NC(=O)CSc1nnc(-c2ccncc2)n1CC,-7,-5,101,-6,-2,-1,-2,99,-1,103,-11
CCCCCCOc1cccc(N)c1,17,3,91,-1,-3,-1,1,101,3,99,-79
CCOC(=O)N1CCN(CC(=O)Nc2ccc(C)cc2)CC1,-13,1,99,25,4,2,13,98,-1,98,-17
O=C(CNc1ccc2c(c1)OCO2)N/N=C\c1ccccc1Cl,20,-14,96,-6,-5,1,0,95,10,82,-9
COc1ccc(C(=O)COC(=O)[C@H](C)Nc2ccc(C(F)(F)F)cc2[N+](=O)[O-])cc1,6,-10,98,0,-5,-9,1,98,-17,100,-20
CCC(=O)NC(c1ccco1)c1cc(Cl)c2cccnc2c1O (configuration not stated),-32,-3,93,0,-1,-3,1,88,-5,100,-87
CCCCn1nc(C(=O)Oc2ccc3c(C)cc(=O)oc3c2)c2ccccc2c1=O,38,-6,100,0,-4,-2,-3,100,0,100,0
O=C(CC(=O)c1ccccc1)Nc1cc(C(F)(F)F)ccc1Cl,2,-1,94,0,-1,4,0,92,-1,83,5
CC(=O)C1C(c2ccc(Cl)cc2)NC(=O)NC1(O)C(F)(F)F (configuration not stated),14,-4,101,-1,-2,-12,-3,102,-12,103,-7
O=C(c1cc(S(=O)(=O)N2CCCCC2)ccc1N1CCOCC1)N1CCN(Cc2ccccc2)CC1,14,-1,102,3,0,2,0,98,-1,103,-7
O=C1C=C(NCc2ccc(Cl)cc2)CCC1,24,-7,99,-3,-7,-6,-2,99,-6,105,-49
COc1ccc(CCNC(=O)C2CCN(S(=O)(=O)c3c(C)noc3C)CC2)cc1OC,-18,-1,100,-1,-2,-1,-2,101,-1,99,-12
O=C(Nc1ccccc1C(=O)NCCN1CCOCC1)c1ccco1,-21,2,103,0,0,0,0,104,0,115,-10
CCc1nc(-c2ccccc2)c2ccccn12,62*,-1,97,0,0,1,1,116,-2,99,9
C=CCN1C(=O)S/C(=C\c2ccc3c(c2)n(C)c(=O)n3C)C1=O,18,-9,97,-1,-4,0,-3,97,-1,87,4
Cc1ccc(NC(=O)C(=O)NCC2CCN(C(=O)c3cccc([N+](=O)[O-])c3)CC2)cc1,-6,-5,97,2,-1,0,2,99,-2,101,-9
CN1N=C2c3ccccc3CCC2C1c1ccc(C(F)(F)F)cc1 (configuration not stated),-10,nt,101,nt,nt,nt,nt,?,nt,101,-16
COc1ccc(OC)c(/C=C/C(=O)NCCc2nc3ccccc3[nH]2)c1,13,nt,97,nt,nt,nt,nt,?,nt,100,-26
CN(C)CCNC(=O)COc1cccc2c1OC(C)(C)C2,10,-1,103,-1,0,0,-2,111,-4,103,-31
O=C(C1CCCN1S(=O)(=O)c1ccc(Cl)cc1)N1CCOCC1 (configuration not stated),8,-3,101,1,-8,-3,0,103,-7,104,-19
Clc1ccc(OCc2nn3c(C4CCCCC4)nnc3s2)c(Cl)c1,19,-6,73,0,-2,-6,-1,74,-9,83,2
CN(C1CCCCC1)S(=O)(=O)c1ccc(NC(=S)NC(=O)c2cccs2)cc1,10,-7,99,0,-1,-4,0,96,-6,93,12
Cc1ccc(S(=O)(=O)N2CCC(=O)N(CCOCc3cccc(F)c3)CC2)cc1,1,-2,101,-1,-1,-1,-1,101,0,98,6
COc1ccccc1OCC(=O)Nc1ccc(Cl)cc1,5,-3,109,-1,-4,-1,-2,104,1,106,5
O=C(O)[C@@H]1Cc2ccccc2N1,10,nt,98,nt,nt,nt,nt,?,nt,98,-15
O=S(=O)(NCC1CCCO1)c1ccc2c(c1)OCCO2 (configuration not stated),2,-7,94,-3,-2,-9,1,95,-12,96,-14
CCOc1c(Cl)cc(CNCC(O)c2ccccc2)cc1OC (configuration not stated),-4,-2,96,0,-3,-4,-4,94,-4,101,5
O=C(Nc1nnc(-c2ccc(Cl)cc2)o1)Nc1ccccc1F,13,nt,101,nt,nt,nt,nt,?,nt,98,-56
Cc1ccc(NC(=O)CSc2nnc(CNC(=O)c3cccs3)o2)c(C)c1,10,-3,102,0,-2,-5,-1,?,-6,102,-10
O=C(COc1ccc(Cl)cc1Br)N1CCN(c2ccccc2)CC1,-3,-4,100,0,-4,-4,0,106,-9,100,-33
N=C1c2ccccc2CN1NC(=O)COc1ccc(Cl)cc1,5,-2,90,-3,1,-1,-1,92,-4,96,-8
COC(=O)c1cc(COC(=O)c2nc3nc(C)cc(C)n3n2)oc1C,-7,-11,107,-5,-6,-5,-3,105,-3,103,-10
CCOc1ccc(C(=O)NCC(=O)OCC(=O)N2C(C)CCCC2C)cc1 (configuration not stated),6,-1,98,-9,-5,-1,-1,97,-1,95,-3
COc1ccc(C=Nc2ccc3[nH]ncc3c2)c(O)c1,16,-1,93,0,-2,0,1,91,-2,96,-17
COCCn1c(=O)[nH]c(=O)c2c1nc(-c1cc(Br)c3c(c1)OCO3)n2Cc1ccccc1,13,-4,101,1,-2,0,-1,?,-1,100,-17
Cc1ccnn1Cc1cc(C(=O)O)c2ccccc2n1,2,-3,102,0,-3,-4,-3,?,-2,99,-23
CCn1c(COc2ccc(=O)n(-c3ccccc3)n2)nnc1SCc1cccc(OC)c1,-1,-1,-20*,-2,-2,0,-1,-3.1*,-2,13*,-17
CCOC(=O)c1cc(-c2ccncc2)nc2c1c(C)nn2-c1ccccn1,9,-3,94,-2,0,-2,-2,97,1,90,-31
CC[C@H](C)[C@H](NC(=O)c1ccc(Cl)cc1)C(=O)OCC(=O)c1ccc2c(c1)NC(=O)CO2,2,-3,101,-18,-7,-5,-8,96,-4,100,-12
O=C1CC(N2CCSCC2)C(=O)N1c1ccc(Br)cc1 (configuration not stated),4,nt,94,nt,nt,nt,nt,?,nt,98,-50
O=C1CSC(=NC2CCCCC2)N1,1,-7,104,0,-2,-4,0,106,-17,103,-38
Cc1ccc(Nc2nc(CSc3nnc(-c4ccccc4C)n3C)cs2)cc1,9,-13,98,-5,-7,-8,-7,101,-9,100,-39
O=C(NNc1ccc([N+](=O)[O-])cc1)c1ccccc1F,10,-6,106,0,-4,-1,-2,?,-2,104,-36
COc1ccc(S(=O)(=O)NCCOc2ccccc2)cc1C,20,-2,100,7,-4,-7,0,102,-14,101,-7
O=C(O)COCC(=O)Nc1ccc2c(c1)CCC2,10,2,97,0,2,0,1,101,-1,98,-28
# New compounds follow:
SMILES,Mcl1-Noxa inh,Bim-Bcl-B,RGS4-Gao reg,Mcl-1 Bim block,Bim-Bcl-XL,Bcl-2 Bim block,Bim-Bcl-W,RGS7-Gao reg,Bfl-1 Bim block,RGS8-Gao,Mcl1-Bid inh
CCCC(=O)Nc1ccc(C(=O)NNC(=O)COc2ccc(Br)c(C)c2)cc1,1,0,97,-1,-3,1,3,101,-4,97,-6
CC(=O)C1=C(O)CCCC1=NCc1nc2ccccc2[nH]1,-7,-1,82,-4,0,0,-3,86,4,91,-17
Cc1csc(N/N=C/c2ccc(O)c([N+](=O)[O-])c2)n1,55*,-6,98,-1,0,-6,2,97,-7,99,-70
CCOc1ccc(OCC)c(NC(=O)C2CCCN(S(=O)(=O)c3cccs3)C2)c1 (configuration not stated),5,0,103,0,0,-1,0,100,0,101,-2
CCCCn1c(N)c(N(CC)C(=O)/C=C/c2ccco2)c(=O)[nH]c1=O,8,-3,99,0,-1,2,-5,?,-2,98,-22
CCOC(=O)c1cc(C)sc1NC(=O)C1CCC1,-4,-7,103,-3,-3,-2,-5,103,-7,99,-6
Cc1cccc(C(=O)Nc2cccc(OCC(=O)O)c2)c1,-3,-5,105,-2,-2,-6,-1,104,-4,103,-41
O=C(CCCSc1nnnn1-c1cccc2ccccc12)c1ccc(F)cc1,4,-5,106,-2,5,-5,-2,107,-7,107,-11
Cc1ccc(O)c(C(=O)c2cc(C#N)c3nc4ccccc4n3c2)c1,20,0,100,1,0,-3,0,102,-4,102,-28
CC(C(=O)OCC(=O)c1ccccc1)N1C(=O)C2C3CCC(C3)C2C1=O (configuration not stated),-5,-3,101,-3,-6,0,0,97,-3,101,-15
Cc1cccc(OCCn2c(=S)[nH]c3ccccc32)c1,-5,-38,96,-1,-2,4,6,127,15,89,-26
CSc1ccc(/C=N\NC(=O)COc2ccc(Cl)cc2Br)cc1,4,-2,103,0,-6,-7,-1,104,-15,101,-35
Cc1ccc(CS(=O)(=O)CCC(=O)NCCC(C)C)cc1,9,-1,100,-3,-5,-5,0,95,-1,93,-6

# Looked up by structure from the entries so far (2):
SMILES,Mcl1-Noxa inh,Bim-Bcl-B,RGS4-Gao reg,Mcl-1 Bim block,Bim-Bcl-XL,Bcl-2 Bim block,Bim-Bcl-W,RGS7-Gao reg,Bfl-1 Bim block,RGS8-Gao,Mcl1-Bid inh
Cc1cccc(C(=O)Nc2cccc(OCC(=O)O)c2)c1,-3,-5,105,-2,-2,-6,-1,104,-4,103,-41
O=C(CCCSc1nnnn1-c1cccc2ccccc12)c1ccc(F)cc1,4,-5,106,-2,5,-5,-2,107,-7,107,-11

# Bioassay records as filed in PubChem.
